NCI-60 one-dose screen, 48 h, at 10 µM unless noted. Numbers give growth in % (100 = growth as untreated, 0 = no growth, -100 = all killed).
TK-10 = TK-10 renal cancer cells; 3.9% of 81,000 active
786-0 = 786-0 renal cancer cells | AID 1794775 | 5.1% of 81,000 active
CAKI-1 = CAKI-1 renal cancer; 4.7% of 75,000 active; AID 1794772
UO-31 = UO-31 renal cancer | 5.2% of 81,000 active | AID 1794768
SN12C = SN12C renal cancer cells; 3.8% of 81,000 active; AID 1794767
SF-295 = SF-295 CNS cancer cells; 5.6% of 79,000 active; AID 1794758
U251 = U251 CNS tumor cells; AID 1794753; 5.4% of 80,000 active
SF-268 = SF-268 CNS cancer cells. AID 1794759. 3.1% of 82,000 active
Numbers without * were called inactive; . = not tested or not shown; [ ] = dose if it differs, or a comment. How the source made its calls: active means growth percent below 10; inactive means the rest.

no.	mol	TK-10	786-0	CAKI-1	UO-31	SN12C	SF-295	U251	SF-268
1	C/C(=N\O)[C@H]1C[C@]23CC[C@]4(C)[C@H](CC[C@@H]5[C@@]6(C)CC/C(=N/O)C(C)(C)[C@@H]6CC[C@]54C)[C@H]2[C@H](C)C1(C)OC3	74	92	65	67	91	101	110	89
2	O=C1NCCN1/N=C/c1c(Cl)nc2n1CCS2	116	90	99	59	140	111	86	113
3	CCCCCCCCC(=O)Nc1ccc(O)cc1	87	96	94	62	94	101	91	92
4	Nc1nc(NC2CCCC2)cc(=O)[nH]1	109	108	102	89	100	103	102	124
5	COc1ccc2cc(C(C)C(=O)Nc3ccc(S(=O)(=O)Nc4nccs4)cc3)ccc2c1 (stereo not given)	101	106	87	77	110	106	102	101
6	COc1cc(C)cc(-c2nn(CC(N)=O)cc2-c2ccnc(Oc3ccccn3)n2)c1	100	106	94	92	104	100	101	97
7	Cc1c(C)c(Br)c(Br)c(Br)c1Br	111	107	108	94	107	105	106	94
8	C#C[C@@]1(O)[C@@H](CO)O[C@@H](n2cc(-c3ccco3)c3c(N)ncnc32)[C@@H]1O	69	86	.	36	72	77	82	83
9	CC(C)OC(c1ccc2c(c1)OCO2)C(C)Br (stereo not given)	105	102	97	86	103	112	103	101
10	CC1CCNC(c2ccccc2)C1 (stereo not given)	102	99	85	92	107	96	89	102
11	Cc1cc(C)n2c(C)nnc2c1	103	112	68	87	112	90	107	107
12	O=C(C[C@]1(O)C(=O)Nc2ccccc21)c1ccc(O)c(O)c1O	120	100	92	74	89	106	101	103
13	O=C(/C=C/c1cccc(Oc2ccccc2)c1)c1ccc(Nc2nc(Nc3ccc(F)cc3)nc(Nc3ccc(Cl)cc3)n2)cc1	130	96	104	92	123	104	101	100
14	Fc1ccccc1CSc1ncnc2nc[nH]c12	142	106	103	95	101	107	106	109
15	O=C(NCc1ccc2c(c1)OCO2)NCC1CCCC(CNC(=O)NCc2ccc3c(c2)OCO3)C1 (stereo not given)	101	98	90	96	102	101	103	98

Some values from above:
In SF-268, Fc1ccccc1CSc1ncnc2nc[nH]c12 has 109
In SF-268, CC(C)OC(c1ccc2c(c1)OCO2)C(C)Br (stereo not given) has 101

(further entries)
no.	mol	TK-10	786-0	CAKI-1	UO-31	SN12C	SF-295	U251	SF-268
16	Oc1c(-c2nc(=S)[nH][nH]2)ccc2ccccc12	127	105	97	78	101	.	93	103
17	CC(C)(C)[Si](C)(C)OC1[C@@H](CNC(=O)NC(=O)CCl)O[C@@H](n2cnc3c(N)ncnc32)[C@H]1O[Si](C)(C)C(C)(C)C (stereo not given in full)	.	-55*	-65*	-97*	-82*	-57*	-81*	-77*
18	Cc1c(C(=O)NNC(=O)c2ccc(Cl)cc2)nnn1-c1ccc(Br)cc1	95	99	88	76	102	91	112	108
19	Oc1ccc(-c2ncc(-c3cccnc3)o2)cc1	80	100	82	83	89	95	69	89
20	COc1ccc(Nc2nc3ccc(NC(C)=O)cc3[nH]c2=O)cc1	116	101	70	73	85	112	96	107
21	CC1CN(CCCCO)CCN1 (stereo not given)	86	107	72	89	88	82	103	104
22	O=C(Nc1ccccc1)Oc1ccccc1Cl	98	103	98	70	101	.	101	105
23	O=C(CC(=O)c1cccc(Cl)c1)c1cccc(Cl)c1	47	43	23	43	23	27	17	51
24	COc1ccc(CCCC(=O)O)cc1OC	113	95	94	89	101	110	98	105
25	CCN(CC)CCNC(=O)n1cc(-c2ccncc2)c(-c2cc(O)cc(Cl)c2)n1	35	67	99	92	80	103	86	83
26	c1ccc(-c2nc(N3CCOCC3)c3c4c(sc3n2)CCCC4)cc1	92	93	81	80	102	100	97	93
27	CC(=O)NC1=NC(=O)/C(=C/c2ccc3c(c2)OCO3)N1C	113	94	93	85	93	97	82	95
28	COC(=S)SCc1cc(=O)oc2ccc(C)cc12	99	104	.	83	105	98	109	100
29	CCn1c2ccc(O)cc2c2c(C)c3c[n+](C(C)C)ccc3c(C)c21	105	56	90	68	-1.4*	60	13	14
30	Cn1c(=O)c2c3c(oc2c2ccccc21)C(=O)c1ccccc1C3=O	94	107	.	55	82	.	90	95
31	Cc1ccc(S(=O)(=O)N2CCC(=O)CC2)cc1	103	91	98	91	99	100	104	97
32	CC(C)=CC(=O)C=C(C)C	106	102	99	81	106	104	106	95
33	CC(O)CNC(C(=O)c1ccccc1)c1ccccc1 (stereo not given)	112	102	.	90	102	104	99	102
34	CC(=O)N1N=C(c2ccc(Nc3nc(Nc4ccc(Cl)cc4)nc(Nc4ccc(Cl)cc4)n3)cc2)CC1c1ccco1 (stereo not given)	110	87	87	86	90	93	82	103
35	O=C(Nc1ncccc1OCc1cccc(Cl)c1)NC12CC3CC(CC(C3)C1)C2	91	95	80	77	86	95	100	94
36	O=C1Nc2ccc(Br)cc2/C1=N/N=C/c1ccccc1F	145	97	80	64	89	96	89	92
37	COc1ccc(/C(=N\O)c2cc(OC)c(OC)c(OC)c2)c(OC)c1N	9.7*	35	28	50	44	-10.0*	18	42
38	CCCCCCC(C)=O	101	104	108	87	109	.	101	114
39	O=C(Nc1ccccc1)C1CN(Cc2ccc(F)cc2)CCS1 (stereo not given)	94	89	83	75	101	93	92	96
40	S=C1NC=C(n2nc(-c3ccccc3)nc2-c2ccccc2)C(c2ccc(Cl)cc2)N1 (stereo not given)	122	100	92	97	110	97	104	122
41	Cc1cc(N2CCN(CC(=O)Nc3ccc4c(ccn4C)c3)CC2)nc(N2CCCCC2)n1	96	89	94	81	99	99	96	103
42	CCCC(O)Cn1ncc(C(=O)OCC)c1NC(=O)NCc1ccc(F)cc1 (stereo not given)	79	80	84	77	100	88	100	105
43	CC(C)C(C(=O)O)c1ccccc1 (stereo not given)	87	100	90	89	101	97	102	101
44	C/C=C1/CN2CCc3c([nH]c4ccccc34)C2CC1C(Cc1c[n+]2c(c3[nH]c4ccccc4c13)CC1C(C(=O)OC)=COC(C)C1C2)C(=O)OC (stereo not given)	113	101	84	72	89	98	106	101
45	Cc1nc2cc(NC(=O)/C=C/c3ccc(Cl)cc3)ccc2c(=O)[nH]1	116	84	101	99	101	98	116	103
46	COC(=O)c1nnn(-c2cc(Cl)ccc2Cl)c1N	120	97	83	.	92	97	103	95
47	NC1=Nc2ccccc2C(=O)N2CCC[C@@H]12	95	101	.	79	99	100	92	102
48	O=C(NNC(=O)N1c2ccccc2C=Cc2ccccc21)c1ccc([N+](=O)[O-])cc1	104	99	94	90	96	100	105	94
49	O=C(Nc1ccccc1)Nc1ccc(OCC(=O)c2ccccc2)cc1	105	100	77	82	95	95	92	104
50	O=C(NN1CCCCC1)NN1CCCCC1	99	97	107	83	103	112	.	125
51	CCc1ccc(Nc2ncnc3c2c(C)nn3-c2ccc([N+](=O)[O-])cc2)cc1	106	102	99	85	97	94	92	99
52	Cc1nc2ncccc2c(=O)n1-c1ccc(S(=O)(=O)Nc2ccccn2)cc1	87	99	94	92	99	97	94	94
53	O=C(CCCC(=O)Nc1ccccn1)Nc1ccc(N2CCN(c3ccccc3)CC2)cc1	100	99	92	75	98	93	92	99
54	COc1cc(C2N=C(N)N=C(N)N2c2ccc(S(N)(=O)=O)cc2)cc(OC)c1OC (stereo not given)	98	97	101	81	102	107	98	111
55	O=C(CCCCC(=O)N/N=C\c1cc(Cl)ccc1O)N/N=C\c1cc(Cl)ccc1O	79	87	54	53	85	93	61	56
56	Nc1ccn(C2CC(O)C(CO)O2)c(=O)n1 (stereo not given)	148	100	99	96	108	116	105	110
57	NNC(=O)CSCc1nc(N)nc(Nc2ccccc2F)n1	111	95	90	83	100	100	100	106
58	CC(N)C(=O)NC(C(=O)NC1C(O)OC(CO)C(O)C1O)C(C)C (stereo not given)	103	99	96	99	100	99	91	104
59	COc1cc2oc(-c3cccc(C(=O)N[C@@H](CC(C)C)C(=O)OC(C)(C)C)c3)cc(=O)c2c(OC)c1OC	95	68	54	40	57	52	76	84
60	CCCC1OCC=CCO1	107	103	94	94	100	92	98	103

Reformatted screen by screen: 6 of the compounds above
50	O=C(NN1CCCCC1)NN1CCCCC1
60	CCCC1OCC=CCO1
58	CC(N)C(=O)NC(C(=O)NC1C(O)OC(CO)C(O)C1O)C(C)C (stereo not given)
52	Cc1nc2ncccc2c(=O)n1-c1ccc(S(=O)(=O)Nc2ccccn2)cc1
49	O=C(Nc1ccccc1)Nc1ccc(OCC(=O)c2ccccc2)cc1
59	COc1cc2oc(-c3cccc(C(=O)N[C@@H](CC(C)C)C(=O)OC(C)(C)C)c3)cc(=O)c2c(OC)c1OC

| Compound | 50 | 60 | 58 | 52 | 49 | 59 |
| --- | --- | --- | --- | --- | --- | --- |
| TK-10 | 99 | 107 | 103 | 87 | 105 | 95 |
| 786-0 | 97 | 103 | 99 | 99 | 100 | 68 |
| CAKI-1 | 107 | 94 | 96 | 94 | 77 | 54 |
| UO-31 | 83 | 94 | 99 | 92 | 82 | 40 |
| SN12C | 103 | 100 | 100 | 99 | 95 | 57 |
| SF-295 | 112 | 92 | 99 | 97 | 95 | 52 |
| U251 | . | 98 | 91 | 94 | 92 | 76 |
| SF-268 | 125 | 103 | 104 | 94 | 104 | 84 |

Next section
no.	mol	TK-10	786-0	CAKI-1	UO-31	SN12C	SF-295	U251	SF-268
61	COc1ccc(-c2cn(-c3ccc(-n4cc(-c5ccc(OC)cc5)[nH]c4=O)cc3)c(=O)[nH]2)cc1	115	97	89	97	94	109	100	108
62	Cc1ccc(C2=NN(c3ccc(S(=O)(=O)NC(=O)NCc4ccccc4)cc3)C(c3ccc(N(C)C)cc3)C2)c(C)c1 (stereo not given)	66	68	48	38	47	53	23	51
63	CCC(C)[C@@H]1NC(=O)[C@H](C(C)CC)NC(=O)[C@H](C(C)CC)NC(=O)[C@@H]2CCCN2C(=O)[C@H](C(C)O)NC(=O)[C@@H]2CCCN2C(=O)[C@@H]2CCCN2C(=O)[C@H](CC(C)C)NC1=O (stereo not given in full)	112	100	91	33	92	111	108	99
64	Cc1nc(N)[nH]c(=O)c1C	137	103	.	107	87	.	95	114
65	COc1ccc(-c2cnc(-c3ccncc3-c3cccc(OC)c3)o2)cc1	30	25	32	43	15	-8.5*	24	18
66	CCCOC(=O)C1CCCCC1C(=O)OCCC (stereo not given)	.	102	102	99	105	113	104	100
67	CCOC(=O)/C(=C\c1ccccc1)C(=O)O	110	103	98	99	107	108	.	99
68	Cc1nc2nc(N)[nH]c(=O)c2nc1C	94	97	97	85	.	99	106	98
69	CC(C)C[C@@H](CO)N(Cc1ccccc1)S(=O)(=O)N(Cc1ccccc1)[C@@H](CO)CC(C)C	124[1 µM]	96[1 µM]	100[1 µM]	98[1 µM]	96[1 µM]	104[1 µM]	98[1 µM]	108[1 µM]
70	O=C(CSc1nnc(-c2cccs2)n1-c1ccccc1)Nc1cccc(Cl)c1	111	102	68	54	98	96	98	93
71	C=COCCC(C(=O)OCC)C(=O)OCC	106	102	89	86	99	106	.	112
72	O=C1CSC(c2cc3ccccc3[nH]c2=O)N1Cc1ccccc1 (stereo not given)	104	92	94	82	94	86	108	113
73	CC1(C)C(=O)/C(=C\c2ccco2)C[C@]2(C)[C@H]3CC[C@@H]4[C@H]5[C@H](C(=O)/C=C/c6ccco6)CC[C@]5(C(=O)O)CC[C@@]4(C)[C@]3(C)CC[C@@H]12	139	102	43	61	65	59	64	77
